Screening data deposited in PubChem by National Center for Advancing Translational Sciences (NCATS).
Lipid storage S3: qHTS Assay for Lipid Storage Modulators in Drosophila S3 Cells. Drosophila S3 cells, BODIPY lipid droplet fluorescence, 18-24 h; cells fed with added oleic acid. lipid storage change, negative = inhibition, % at the top dose, mostly 46.1 µM; hits show Potency in µM. 320,000 compounds, 0.64% hits. AID 2685; active means well fitted inhibition curve with a large enough effect in the signal ratio, with a control signal flat, not every such curve was filed as active; inconclusive means small, poorly fitted or top-dose-only effect, or effect the other way, or a change in a side signal; the % refers to the signal ratio
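Drosophila S3 cells loaded with oleic acid (400 uM, as added) and compounds at several concentrations; lipid droplets imaged by 488-nm laser-scanning cytometry, 500–530 nm intensity and object ratio to cell channel. Percent activity normalized to 20 uM Triacsin C.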
Lipid storage S3 cell count max: recorded beside Lipid storage S3, whose call it bears; cell number change, %; measured here: cell count max response;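 cells counted by Cell Tracker Red CMTPX staining in the red channel; peak over a dose series mostly up to 46.1 µM; percent activity relative to internal control wells on each plate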
Starred values were filed as active, the others as inactive; i = inactive; u = inconclusive; x = no result given; [ ] = another dose, or the depositor's remark. On the % scale 0 is the no-effect control and ±100 the full control effect; potency means the concentration at half of the fitted maximal effect. Not all compounds are listed; rates above refer to the full screens.

The line under a structure holds: Lipid storage S3 | Lipid storage S3 cell count max
COc1ccc(S(=O)(=O)N2CCN(CCC(=O)Nc3ccccc3F)CC2)cc1
  u | x
O=C(CCC(=O)Nc1cccc([N+](=O)[O-])c1)N/N=C/c1cccs1
  i | -8
N#Cc1ccsc1NC(=O)C1CC(=O)N(Cc2ccccc2)C1 (configuration not stated)
  u | x
O=C(CSc1nnc(CCCN2C(=O)c3cccc4cccc(c34)C2=O)n1-c1ccccc1)NCCCN1CCOCC1
  u | x
COc1ccc(N(CC(=O)NC2CCCC2)C(=O)CS(=O)CC(=O)Nc2ccc3c(c2)OCO3)cc1 (configuration not stated)
  11% | -3
CC(C)OCCCNC(=O)C1CCN(S(=O)(=O)c2ccc3nc4c(c(C(=O)O)c3c2)CCCCC4)CC1
  i | x
Cc1ccc(NC(=O)CN(C)Cc2cc(=O)n3ccsc3n2)cc1
  u | x
CN1CCN(C(=S)c2ccc(Br)cc2)CC1
  5% | 9
CCc1ccc(NC(=O)C(C)Sc2ccc(S(=O)(=O)N3CCN(C)CC3)cn2)cc1 (configuration not stated)
  u | x
O=C(Nc1ccc(Cl)cc1)c1ccc2snnc2c1
  u | x
COc1ccccc1N1CCN(CCCNC(=O)Nc2ccccc2C)CC1
  -6% | 3
C=CCNc1nc2ccccc2nc1NS(=O)(=O)c1ccc(F)cc1
  u | x
Cc1ccn2c(C(=O)CSc3ccccc3)c(C)nc2c1
  u | x
CC(C)c1ccc(OCC(O)CN2CCCC2)cc1 (configuration not stated)
  u | x
CCc1nnc(NC(=O)C2CCCN(c3nc4ccccc4s3)C2)s1 (configuration not stated)
  u | x
COc1cc(/C=N/NC(=O)c2c(-c3c(Cl)cccc3Cl)noc2C)ccc1OCC(N)=O
  u | x
NC(=O)c1cc(S(=O)(=O)N2CCCC2)ccc1OCc1ccc(F)cc1
  18% | -1
CC(C)CN(C(=O)c1ccc(Br)o1)C1CCS(=O)(=O)C1 (configuration not stated)
  22% | -8
CC(C)(C)OC(=O)[C@H](Cc1ccccc1)NC(=O)c1nc[nH]c1C(=O)NCC(=O)OCc1ccccc1
  8% | 20
N#Cc1c(Cl)nc2c(c1C#N)CCCC2
  13% | 8
CC(=O)N1CCC(N(CCN2CCOCC2)C(=S)Nc2ccccc2C)CC1
  -6% | -10
N#C/C(C(N)=O)=C1/SC=C(c2ccccc2)N1c1ccccc1
  -1% | 1
C(=N\N(c1ccccc1)c1ccccc1)/c1ccc2c(c1)OCO2
  17% | 37
COc1ccc(OC)c2c(N3CCN(C)CC3)cc(C(F)(F)F)nc12
  i | -1
COc1ccc(OC)c2sc(N3CCN(C(=O)c4ccc5ncsc5c4)CC3)nc12
  -11%[0.0737 µM] | x
O=C(C1CCCO1)N1CCN(S(=O)(=O)c2cc(C(F)(F)F)ccc2Cl)CC1 (configuration not stated)
  u | x
COc1ccccc1N1CCN(C(=O)COc2ccc(S(=O)(=O)NC(C)C)cc2)CC1
  -18% | -2
Cc1cccc(C(=O)Nc2scc(CC(C)C)c2C(=O)O)c1
  13% | 24
COCc1c(C(=O)N2CCN(S(=O)(=O)c3ccccc3Cl)CC2)oc2ccccc12
  u | x
Cc1ccc(-c2ccc(=O)n(CC(=O)NCCCN3CCCCC3)n2)cc1
  u | x

The line under a structure holds: Lipid storage S3 | Lipid storage S3 cell count max
COc1ccc(CCNC(=O)CN(C)S(=O)(=O)c2cccs2)cc1
  u | x
CCCCCCCNC(=O)C1(CC2CC(c3cccc(Br)c3)=NO2)CCNCC1 (configuration not stated)
  -13% | 10
Nc1ccccc1C(=O)Nc1nccs1
  -12% | -4
O=C(Nc1cc(S(=O)(=O)N2CCOCC2)ccc1N1CCCC1)c1ccc2c(c1)S(=O)(=O)c1ccccc1C2=O
  u | x
O=C(NCc1cccc(C(F)(F)F)c1)c1cccc(Cl)c1Cl
  u | x
Clc1c(OCCCn2ccnc2)ccc2ccccc12
  u | x
CCN1CCN(C(=O)c2cc3sccc3n2CC(=O)c2ccccc2)CC1
  11% | -16
CCN(CC)c1ccc([N+](=O)[O-])cc1/C=N/NC(=O)CC#N
  6% | -10
O=C(NCCC1CCCCN1S(=O)(=O)c1ccccc1)C(=O)NCc1ccccc1 (configuration not stated)
  5% | 3
COc1ccc(Cc2nc3ccc(S(=O)(=O)N4CCOCC4)cc3[nH]2)cc1OC
  -5% | -10
CC1(C)CC(NC(=S)Nc2ccc(S(N)(=O)=O)cc2)CC(C)(C)N1
  u | x
CC1CCCCC1NC(=O)CCc1nc2sc3c(c2c(=O)[nH]1)CCCC3 (configuration not stated)
  u | x
Cc1onc(-c2ccc(Cl)cc2Cl)c1C(=O)/C=C/N(C)C
  14% | -8
O=C(CSc1nccc(-c2ccc(Br)cc2)n1)NCCc1ccccc1
  u | x
COCCNC(=O)C(c1ccncc1)N(C(=O)c1sc(C)nc1C)c1cccc(C)c1 (configuration not stated)
  -1% | -2
COc1ccc(NC(=O)C2C3C=CC(O3)C2C(=O)O)cc1 (configuration not stated)
  i | 0
COc1ccc(NC(=O)CS(=O)(=O)c2ccccc2Cl)cc1
  13% | 6
COc1ccc(C(=O)N=c2sccn2C)cc1
  u | x
CCOC(=O)c1sc(NC(=O)c2ccc(S(=O)(=O)N3CCOCC3)cc2)nc1-c1ccccc1
  0% | -18
CCCCN(C(=O)NC(=O)Nc1cccc(C)c1C)S(C)(=O)=O
  i | -3
CC(=O)Oc1ccccc1N(C(C)=O)S(=O)(=O)c1ccc2ccccc2c1
  14% | 0
COCCNC(=O)/C=C/c1c(Cl)cccc1Cl
  18% | 20
CCOc1ccc(S(=O)(=O)N(CC)CC(=O)NCc2ccncc2)cc1C
  u | x
O=C(NC1CC2CCC(C1)N2Cc1ccccc1)c1ccccc1Br (configuration not stated)
  -13% | -18
CON(C)S(=O)(=O)c1cccc(C(=O)Nc2ccc(S(=O)(=O)NC3=NCCCCC3)cc2)c1
  u | x
CCN(CCCNC(=O)C1CCC(=O)N1Cc1ccc(C)cc1)c1cccc(C)c1 (configuration not stated)
  -22% | 1
CCOc1ccc(CNC(=O)c2cc3oc4ccccc4c3n2C)cc1
  i | x
O=C(O)CN1C(=O)/C(=C/c2ccc(N3CCCCC3)o2)SC1=S
  u | x
CCOc1ccc(C2/C(=C(/O)c3ccc4c(c3)CC(C)O4)C(=O)C(=O)N2CCCn2ccnc2)cc1OCC (configuration not stated)
  i | -23
Cc1ccc(C(=O)NC(NC(=O)c2ccc(C)cc2)c2cccc([N+](=O)[O-])c2)cc1
  5% | 1

Of the compounds above, these have an NH in an aromatic ring.
The line under a structure holds: Lipid storage S3 | Lipid storage S3 cell count max
CC(C)(C)OC(=O)[C@H](Cc1ccccc1)NC(=O)c1nc[nH]c1C(=O)NCC(=O)OCc1ccccc1
  8% | 20
COc1ccc(Cc2nc3ccc(S(=O)(=O)N4CCOCC4)cc3[nH]2)cc1OC
  -5% | -10
CC1CCCCC1NC(=O)CCc1nc2sc3c(c2c(=O)[nH]1)CCCC3 (configuration not stated)
  u | x

A different layout for part of the listing above:
| SMILES | Lipid storage S3 | Lipid storage S3 cell count max |
| --- | --- | --- |
| Clc1c(OCCCn2ccnc2)ccc2ccccc12 | u | x |
| CCN1CCN(C(=O)c2cc3sccc3n2CC(=O)c2ccccc2)CC1 | 11% | -16 |

Following part
The line under a structure holds: Lipid storage S3 | Lipid storage S3 cell count max
CC(NC(=O)C(C)N1C(=O)c2cccc([N+](=O)[O-])c2C1=O)c1ccccc1 (configuration not stated)
  i | 20
CC1CN(C(=O)CSc2nnc(-c3cccs3)n2N)CC(C)O1 (configuration not stated)
  u | x
Cc1ccc(C2c3c(-c4ccccc4O)n[nH]c3C(=O)N2Cc2ccncc2)cc1 (configuration not stated)
  u | x
O=C(CSC1=NS(=O)(=O)c2ccccc21)Nc1ccccc1
  u | x
Cc1ccc(S(=O)(=O)Nc2ccc(C(=O)N3CCCC3)cc2)cc1
  23% | x
O=C(Nc1cccc(F)c1)Nc1cnccn1
  -2% | 9
CC(Sc1nc2c(c(=O)[nH]1)CCCC2)C(=O)Nc1ccc(Br)cn1 (configuration not stated)
  u | x
Cc1cc(C)nc(/N=C2\NC(=O)CC(C(=O)O)N2c2cccc(Cl)c2)n1 (configuration not stated)
  u | x
Cc1ccccc1Nc1c(C)c(C)nc2ncnn12
  14% | -16
CCn1c(SCC(=O)NCc2ccco2)nc2cccnc21
  i | x
COC(=O)c1ccc(N=NN2CCOCC2)cc1
  11% | -1
CC1CC(=O)Nc2ccccc2N1S(=O)(=O)c1ccc(F)cc1F (configuration not stated)
  -12% | -6
CN(C)c1nc(OCCOC(=O)c2ccccc2)nc(N(C)C)n1
  u | x
CC(C)n1cc(C(=O)c2cc(Br)ccc2O)cc(C#N)c1=O
  i | x
CCOC(=O)N1CCN(C(=O)c2c(N)no[n+]2[O-])CC1
  u | x
Cc1nnc(SCC(=O)Nc2cccc([N+](=O)[O-])c2)n1CC1CCCO1 (configuration not stated)
  u | x
C[C@]12C(=O)N(c3ccccc3)C(=O)N1[C@@H]1c3ccccc3OC[C@@H]1[C@H]2c1ccccc1
  u | x
CCOc1ccc(NS(=O)(=O)N(C)C)cc1
  u | x
COC(=O)N1C(=O)[C@@](c2ccc(OC)cc2)(C(C)C)N1C(=O)OC
  i | -16
Cc1ccc(S(=O)(=O)NCCC(=O)NCCOc2ccccc2)cc1
  -21%[0.0737 µM] | 2
COc1ccc(NC(=O)Cn2nnc(C(=O)NCc3cccc(OC)c3)c2N)cc1
  0% | 1
COCCNC(=O)CCc1nc(-c2ccccc2)no1
  u | x
CC1CC(C)CN(C(=O)c2ccc(C#N)cc2)C1 (configuration not stated)
  u | x
COc1ccc(OC)c(C2CC(=O)Nc3cc(OC)c(OC)c(OC)c32)c1 (configuration not stated)
  u | x
COC(=O)CNc1c(-c2ccccn2)nc2ccc(Br)cn12
  u | x
Cc1ccccc1N(C(=O)c1csnn1)C(C(=O)NC1CCCC1)c1ccncc1 (configuration not stated)
  u | x
CN(c1ccccc1)S(=O)(=O)c1cccc(NC(=O)CCN2C(=O)C3CCCCC3C2=O)c1 (configuration not stated)
  u | x
COc1ccccc1N1CCN(/N=C/c2ccc([N+](=O)[O-])cc2)CC1
  u | x
O=C(O)CC(c1cccc(C(F)(F)F)c1)N1CCS(=O)(=O)CC1 (configuration not stated)
  u | x
CC(Sc1nnc(COc2ccc3ccccc3c2)n1C)C(=O)O (configuration not stated)
  u | x

The line under a structure holds: Lipid storage S3 | Lipid storage S3 cell count max
CS(=O)(=O)c1ccccc1-c1nnc(NC(=O)CCS(=O)(=O)c2ccc(Cl)cc2)o1
  u | x
CC1=C(C(=O)c2ccccc2)C(c2ccc(OC(F)F)cc2)NC(=S)N1 (configuration not stated)
  u | x
COc1ccc2c(c1)nc(SCC(=O)c1ccc(Br)s1)n2C
  22% | x
CCCN(Cc1cc2ccc(C)cc2[nH]c1=O)S(=O)(=O)c1ccccc1
  -7% | 1
CC(NC(=O)Cn1cc(Br)c([N+](=O)[O-])n1)c1ccccc1 (configuration not stated)
  u | x
O=C(CC(=O)Nc1cccc(F)c1)Nc1cccc(F)c1
  i | -7
Cc1ccc(C(=O)NC(=S)Nc2c(C)ccc3nsnc23)cc1
  u | x
COc1ccc(NC(=O)CSc2nnc(-c3ccc(F)cc3)o2)cn1
  u | x
O=C(NCc1cccs1)C1CCCCC1
  u | x
COC(=O)C(C(=O)NCC1CCCO1)C1CCCC1 (configuration not stated)
  u | x
COc1cccc(NC(=O)CN(C)C(=O)CC2CCCCC2)c1
  15% | -20
COc1ccccc1C(=O)Nc1ccnn1C1CCN(C/C=C/c2ccc(F)cc2)CC1
  -21% | -7
Cc1c(C(=O)Nc2ccncc2)sc2nc(-c3ccc(F)cc3)cn12
  u | x
Cc1ccc(S(=O)(=O)NC(C(=O)O)c2ccccc2)cc1 (configuration not stated)
  0% | 7
CCC(C)N=Cc1c(NCc2ccco2)nc2c(C)cccn2c1=O (configuration not stated)
  u | x
CCOC(=O)CN(C(=O)c1snc(C(N)=O)c1N)C(C(=O)NC1CCCCC1)c1ccc(F)cc1 (configuration not stated)
  -23% | x
CC(C)N(Cc1nccn1C)C(=O)c1cc(COc2ccc3ncccc3c2)on1
  u | x
CCOC(=O)c1ccccc1NS(=O)(=O)c1c(C)nc2sccn2c1=O
  -8% | 9
CCC1CSC(Nc2ccc(C(=O)/C=C/c3cccc(C)c3)cc2)=N1 (configuration not stated)
  u | x
COc1cccc(N(C(=O)c2snc(C(N)=O)c2N)C(C(=O)NCC2CCCO2)c2ccc(C)o2)c1 (configuration not stated)
  u | x
CC(C)(C)OC(=O)N1CCC(C(=O)N[C@@H](Cc2ccccc2)C(=O)O)CC1
  u | x
CCCc1c(C(=O)Nc2ccc(F)cc2)cnn1-c1ccccc1
  u | x
Cc1cc(C(=O)NCCc2ccc(S(N)(=O)=O)cc2)no1
  1% | 10
CN(c1ccccc1)S(=O)(=O)c1cccc(C(=O)N2CCCCCC2)c1
  u | x
COc1ccc(/C=N/NC(=O)c2c(C)n(C)c3ccc(OC)cc23)c(OC)c1
  21% | 8
O=C1CCCN1c1ccc(S(=O)(=O)Nc2ccc3c(c2)OCCO3)cc1
  i | x
Cc1ccc(S(=O)(=O)c2cc(O)ccc2O)cc1C
  -2% | -2
